GALK inhibitor – blocks human galactokinase activity | P51570 | hit rate 0.007% among 270,000 | Purified GALK, Kinase-Glo residual ATP luminescence | Potency, µM (titrated, usually from 57.5 µM), for inactives: at the top dose activity change, negative = inhibition, usual class: inhibitors; further: potency means the concentration at half of the fitted maximal effect; on the % scale 0 is the no-effect control and ±100 the full control effect
Target sequence (P51570 whole entry, looked up): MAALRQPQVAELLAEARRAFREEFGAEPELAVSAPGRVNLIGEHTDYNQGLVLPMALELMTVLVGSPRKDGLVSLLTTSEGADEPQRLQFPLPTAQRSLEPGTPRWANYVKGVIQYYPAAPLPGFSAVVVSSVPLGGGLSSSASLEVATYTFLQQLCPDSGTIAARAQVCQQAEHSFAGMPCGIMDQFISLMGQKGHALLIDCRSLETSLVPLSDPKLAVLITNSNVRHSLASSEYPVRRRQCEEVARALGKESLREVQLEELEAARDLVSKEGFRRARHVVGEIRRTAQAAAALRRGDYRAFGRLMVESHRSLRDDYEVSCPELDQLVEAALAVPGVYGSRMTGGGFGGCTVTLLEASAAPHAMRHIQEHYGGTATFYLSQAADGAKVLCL
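Kinase-Glo Plus luminescence measured ATP left after a 1 h room-temperature reaction. The reaction used 5 nM GALK, 100 uM galactose and 35 uM ATP at pH 8.0 (20 mM HEPES, 5 mM MgCl2, 60 mM NaCl, 1 mM DTT, 0.01% BSA).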
Coupling enz – coupling enzyme interference in Giardia aldolase counter-screen; coupling enzyme system counterscreen, AmpLite Red fluorescence; activity change, negative = inhibition, % at 58.2 µM, hits read low; hit rate 0.67% among 290,000; in the data active means activity change below about -30%; further: on the % scale 0 is the no-effect control and ±100 the full control effect
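Coupling enzymes only (glyceraldehyde-3-phosphate) + compound, at 57.5 uM final, 10 min RT; add substrate/coupling/AmpLite Red mix, 20 min RT; fluorescence ex 525/em 598 nm. Actives flag coupling-system interference.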
ASM inhibitor – inhibitors of human secretory acid sphingomyelinase; P17405; placental ASM, HMU-PC fluorogenic substrate, 60 min; Potency, µM (series often up to 57.5 µM), inactives show top-dose activity change, negative = inhibition, hits mostly inhibitors; hit rate 0.006% among 340,000; AID 504937; further: potency means the concentration at half of the fitted maximal effect
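qHTS format. ASM enzyme prepared from human placenta hydrolyses the fluorogenic substrate HMU-PC0 (9 uM final) over 60 min at 37 °C after a 10 min compound preincubation.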
MBNL1-CUG inh – inhibitors of human MBNL1 binding to CUG repeat RNA | TR-FRET MBNL1-His/biotin-(CUG)12 binding, 665/545 ratio | Potency, µM (top dose mostly 57.5 µM), for the others: at the top dose activity change, negative = inhibition, usual class: inhibitors | hit rate 0.036% among 280,000; active means well fitted inhibition curve with a large enough effect in the signal ratio, with a control signal flat, not every such curve was filed as active; inconclusive means small, poorly fitted or top-dose-only effect, or effect the other way, or a change in a side signal; inactive means no such curve, though single readings can be large or run the other way; the % refers to the signal ratio; further: potency means the concentration at half of the fitted maximal effect; on the % scale 0 is the no-effect control and ±100 the full control effect
Target sequence (Q9NR56 whole entry, looked up): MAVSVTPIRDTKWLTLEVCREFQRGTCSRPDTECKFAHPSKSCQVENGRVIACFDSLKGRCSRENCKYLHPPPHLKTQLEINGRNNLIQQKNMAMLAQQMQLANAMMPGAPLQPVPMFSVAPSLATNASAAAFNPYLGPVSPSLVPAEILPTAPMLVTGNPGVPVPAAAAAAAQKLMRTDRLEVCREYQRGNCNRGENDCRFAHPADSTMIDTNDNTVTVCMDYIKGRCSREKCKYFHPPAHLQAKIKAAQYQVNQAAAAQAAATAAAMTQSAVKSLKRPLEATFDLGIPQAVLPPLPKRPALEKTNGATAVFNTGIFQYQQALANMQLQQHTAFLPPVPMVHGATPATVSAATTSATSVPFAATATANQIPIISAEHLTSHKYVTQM
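Compounds (final 92 nM to 58 uM) are added to His-tagged MBNL1 and biotin-(CUG)12, then terbium anti-His antibody and streptavidin-XL665 (5 nM final). After 60 min at room temperature, the 665/545 nm ratio is read.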
TRPV1 ag – agonists of human vanilloid receptor 1 (TRPV1) | hit rate 0.19% among 320,000 | activation, % at 8.33 µM | AID 540275 | Q8NER1 | TRPV1-expressing cells, Fluo-8 calcium influx, agonist mode; in the data active means activation above about 80%; inconclusive means between about 30% and that limit; further: 0% is about no effect
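TRPV1-expressing cells were cultured overnight at 35.5C and loaded with Fluo-8 calcium dye for 40 to 90 min at room temperature. After a 10 s baseline, compound was added and calcium influx was read kinetically for 3 min (ex 480/em 520 nm).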
KCNH2 3.1 inh – inhibitors of human KCNH2 3.1 potassium channel isoform; activity change, % (tested at about 1.8 µM); U2OS KCNH2 3.1, thallium flux FluxOr; stronger effect = lower value; hit rate 0.95% among 340,000;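 active means maximum activity change below -70%; inconclusive means maximum activity change from -70% to -50%; inactive means maximum activity change above -50%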;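 further: thallium influx rate constant from kinetic fluorescence after stimulation buffer; on the % scale 0 is the no-effect control and ±100 the full control effect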
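Normalized rate constant (relative to positive and negative DMSO controls) derived from a 2 min kinetic fluorescence read after stimulation; U2OS cells expressing the 3.1 isoform via virus at 1.77 x 10^8 /mL.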
CXXC DNA block – blocks binding of human MLL CXXC domain to DNA | MLL-CXXC / FITC-HOXA9 DNA fluorescence polarization | hit rate 0.037% among 290,000 | Potency, µM (series often up to 115 µM), for the others: at the highest dose activity change, negative = inhibition, usual class: inhibitors; active means well fitted inhibition curve with a large enough effect in the polarisation, with a control signal flat, not every such curve was filed as active; inconclusive means small, poorly fitted or top-dose-only effect, or effect the other way, or a change in a side signal; inactive means no such curve, though single readings can be large or run the other way; the % refers to the polarisation; further: potency means the concentration at half of the fitted maximal effect
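Purified MLL-CXXC (added from a 7 uM solution) was preincubated 5 min at ambient with pinned compounds in 50 mM Tris-HCl pH 7.5, 50 mM NaCl, 1 mM DTT, 0.05% BSA. Fluorescein-labeled HOX-A9 DNA (50 nM solution) followed, 30 min, then polarization read.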
Integrin act MD – activators of alpha7 integrin expression for muscular dystrophy; alpha7betagal myoblasts, beta-gal FDG fluorescence, 48 h; Potency, µM (top dose mostly 38.3 µM), inactives show at the top dose activation, actives largely listed as activators; hit rate 0.064% among 350,000;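 further: potency means the concentration at half of the fitted maximal effect; 100% = response of the positive control SU9516; nearly all actives have a fitted effect of over 60% in size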
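Alpha7betagal+/- myoblasts (passage 13) were plated 16-24 hr, then exposed to compounds (1:260 dilution of DMSO stock) for 48 hours at 37C. After MPER lysis, β-galactosidase reporter activity was read as FDG fluorescence (ex 480/em 540) after 30 minutes.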
KCNH2 WT inh – inhibitors of human wildtype KCNH2 potassium channel | U2OS, BacMam KCNH2, thallium flux FluxOr; stronger effect = lower value | activity change, % at 1.84 µM | hit rate 0.37% among 340,000 | AID 720551;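 active means maximum activity change below -70%; inconclusive means maximum activity change between -70% and -50%; inactive means maximum activity change above -50%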; further: on the % scale 0 is the no-effect control and ±100 the full control effect
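U2OS cells were transduced with wild-type KCNH2 virus (2.03 x 10^8 / mL) for 4 h at room temperature, then cultured overnight at 37 C. Thallium flux was read with FluxOr dye. Rate constants were normalized to DMSO controls.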
A-T KAP1 phos – candidate therapy for ataxia-telangiectasia; […] A-T fibroblasts, KAP-1 phosphorylation AlphaLISA; neocarzinostatin DNA damage 30 min before lysis; Potency, µM (doses to about 57.5 µM), for the others: at the top dose activation, hits mostly activators; hit rate 0.19% among 320,000; further: potency means the concentration at half of the fitted maximal effect; % of control where 0% means no effect; nearly all actives have a fitted effect of over 45% in size
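ATM-like activity read as KAP-1 phosphorylation via AlphaLISA donor/acceptor antibody pairs after lysis and 6 hr at 25C. Cells were ATM-null patient fibroblasts ([…], hTERT), dosed 60 min, then exposed to the DSB inducer NCS for 30 min.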
An asterisk follows results filed as active; i = inactive; u = inconclusive; x = not tested or not shown; [ ] = another dose, or the depositor's remark. Unless noted, the call rests on the fitted dose curve; in most records, active means well fitted curve in the direction sought with a large enough effect; inconclusive means small, poorly fitted or top-dose-only effect, or another doubt; inactive means no such curve, though single readings can be large; an effect the other way counts as inactive or inconclusive.

SMILES	GALK inhibitor	Coupling enz	ASM inhibitor	MBNL1-CUG inh	TRPV1 ag	KCNH2 3.1 inh	CXXC DNA block	Integrin act MD	KCNH2 WT inh	A-T KAP1 phos
CSc1cccc(NC(=S)N(Cc2ccccc2)Cc2cccnc2)c1	-1%	-1	-1%	-12%	0	5	-4%	3%	5	5%
O=C(COC(=O)C1=COCCO1)NC(=O)c1ccc(OC(F)F)cc1	-1%	0	-1%	-5%	1	-1	14%	26%	-30	0%
CCOc1ccc(/C=C/C(=O)Nc2ccc(N3CCOCC3)cc2)cc1	-1%	5	2%	1%	u	9	2%	19%	5	-10%
COC(=O)C1=NNC(C(=O)OC)C1c1ccccc1 (stereo not drawn)	x	x	-1%	x	x	-8	x	4%	7	x
O=C(CSc1nnc(C2CC2)n1C1CC1)c1cc(F)ccc1F	x	x	3%	x	3	1	x	9%	-6	3%
Cc1ccc(C(=O)C2CCN(S(=O)(=O)c3ccc(C(=O)O)cc3)CC2)cc1	0%	10	-1%	4%	-2	-4	5%	12%	7	-7%
N#Cc1c(/N=C/c2ccco2)oc(-c2ccccc2)c1-c1ccccc1	-1%	-4	2%	21%	-3	10	9%	11%	7	-2%
CCc1cccc(OCCN2CCCC2)c1	0%	5	7%	x	-4	0	8%	-2%	3	-1%
CCn1ccnc1CN(C)Cc1cn[nH]c1-c1ccc(F)cc1F	-3%	2	6%	-13%	0	-13	10%	u	-4	0%
COc1cc(NC(=O)COc2ccccc2)ccc1NC(=O)c1ccco1	17%	0	-1%[11.5 µM]	-7%	1	-13	u	-25%	3	-6%
CCn1c(C)nnc1SCC(=O)Nc1ccccc1OC	3%	0	0%	-2%	-2	5	1%	-14%	14	0%
CCN(C(=O)COC(=O)c1nccnc1N)c1cccc2ccccc12	x	x	416%[activator]	x	x	5	x	10%	18	5%
CC(=O)N1CCN(C(=O)CCNS(=O)(=O)c2ccccc2)CC1	x	x	4%	x	-4	0	x	-10%	-2	-17%
Cc1ccc(NC(=O)CSc2nnnn2C2CC2)cc1S(=O)(=O)N1CCOCC1	x	x	1%	x	0	3	x	-12%	-1	-2%
c1csc(-c2nc3ccccn3c2NC2CCCCC2)c1	-1%	2	296%[activator]	8%	13	14	6%	-9%	1	18%
COc1ccccc1NS(=O)(=O)c1cccc(NC(=O)c2ccc3ccccc3n2)c1	0%	-1	-2%	3%	2	9	0%	-41%	-1	1%
COc1ccc(COC(=O)N/N=C(\C)CC(=O)Nc2ccc(Cl)cn2)cc1	2%	4	3%	-10%	-1	-15	-11%	-2%	-2	-1%
Nc1ccc2c(c1)CC(=O)c1ccccc1S2	2%	1	-3%	-19%	-2	9	6%	6%	-1	-3%
CCC(Sc1nc2sc(C(=O)OC)c(C)c2c(=O)n1N)C(=O)NCC1CCCO1 (stereo not drawn)	-7%	4	-4%	2%	1	-5	3%	-23%	-6	-1%
O=C(NC1CCCC1)C(=O)N(Cc1cccnc1)C(C(=O)NCc1ccco1)c1ccccc1F (stereo not drawn)	0%	3	1%	-1%	3	6	9%	14%	13	4%
Nc1nc2ccc(Cl)cc2[nH]1	x	x	3%	x	x	18	x	4%	-4	x
COCc1ccc(O)c2ncccc12	3%	-4	-2%	12%	-2	-1	-22%	-24%	4	x
CC1(C)CC(=O)c2c(oc3ccc(NS(=O)(=O)c4cccc5cccnc45)cc23)C1	-2%	-2	-9%	1%	3	9	-11%	-47%[inhibitor]	18	-2%
CC(=O)OCC(=O)[C@@]1(O)CC[C@H]2[C@@H]3CCC4=CC(=O)C=C[C@]4(C)[C@@]3(Cl)[C@@H](Cl)C[C@@]21C	3%	4	0%	-1%	-1	0	-6%	x	5	11%
Cn1ccnc1SCC(=O)c1cccc(Br)c1	0%	1	1%	3%	-3	11	-1%	-15%	8	1%
C[C@@H]1NC(=O)c2cc([N+](=O)[O-])cc(I)c2OCC[C@@H](C(=O)NC(CC(=O)O)C(N)=O)NC(=O)[C@H](CCC(=O)O)NC1=O (stereo partly drawn)	x	0	6%	u	-3	-6	1%	20%	-7	-3%
CN1c2ccccc2C(C)(C)C12CC(c1cccc(S(=O)(=O)N3CCCC3)c1)=NO2 (stereo not drawn)	-2%	2	-1%	x	-3	-33	11%	1%	-4	-4%
CN(C)c1nc(SCC#N)nc(N(C)C)n1	-3%	-1	3%	-8%	4	-21	-2%	4%	0	x
COc1ccc(-n2c(SCC(=O)NCC3CCCO3)nc3n[nH]c(C)c3c2=N)cc1 (stereo not drawn)	-3%	-1	2%	-12%	-4	-5	20%	7%	-3	12%
O=C(C1CCCO1)N1CCN(S(=O)(=O)c2ccc(F)cc2)CC1 (stereo not drawn)	x	x	3%	x	-1	-2	x	17%	7	-7%
O=S(=O)(O)c1cc2onnc2c2ccccc12	x	x	132%[activator]	x	x	20	x	12%	3	x
Cc1ccc(NC2=CC(=O)CC(C)(C)C2)cc1F	-2%	-2	4%	1%	7	12	3%	-7%	-1	5%
CSc1ccccc1NC(=O)Cn1ccsc1=N	15%	3	-2%	-3%	0	-6	11%	25%	i	-8%
COCc1cc(C)nc(SCC(=O)Oc2ccccc2)c1C#N	10%	1	31%	x	8	0	10%	2%	6	6%
Cc1ccc(C(C)C)c(OCCNCc2ccccc2)c1	4%	5	-2%	-1%	u	14	-1%	-31%	-1	3%
Cc1c(Cc2ccccc2)c(=O)oc2cc(OCC(=O)N3CCC(C(=O)O)CC3)ccc12	x	2	10%	8%	2	-1	-22%	23%	4	4%
O=C(NC1CC1)c1sc2cc(Cl)ccc2c1Cl	x	x	-3%	x	u	-14	x	-4%	-2	9%
COC(=O)c1cc(-c2ccc3c(c2)OCO3)nc2ccccc12	4%	1	29%	24%	0	12	5%	0%	-14	21%
O=C(Nc1cc(Cl)ccc1O)C1CCCO1 (stereo not drawn)	2%	2	6%	7%	u	3	5%	3%	-4	-1%
Cc1ccnc(NS(=O)(=O)c2ccc(NC(=O)C3CCCCC3)cc2)n1	1%	3	-3%	-14%	-1	17	-2%	-20%	7	2%
CCOc1ccc(-c2[nH]ncc2Oc2cccc(OC)c2)c(O)c1	0%	-8	-3%	3%	0	-2	-1%	-16%	0	-3%
COc1cc(C(=O)NNC(=O)/C=C/c2ccccc2)cc(OC)c1OC	x	x	-1%	x	x	11	x	17%	6	-2%
O=C(Nc1cccc2[nH]ncc12)NS(=O)(=O)c1ccccc1	3%	-13	8%	17%	0	34	-8%	-27%	2	-18%
CC(CNC(=O)c1cc(COc2c(F)cccc2F)on1)c1ccccc1 (stereo not drawn)	4%	x	x	-5%	24	26	2%	-15%	5	15%
Cc1cc(NC(=O)c2c(Cl)c(C)nn2C)no1	3%	7	8%	-8%	10	7	-4%	6%	6	x
COc1ccc(C(=O)CSc2nc(N)nc(SC)c2C#N)cc1	0%	1	0%	17%	0	-8	30%	9%	-7	0%
O=c1c2ccccc2n(Cc2cccc(F)c2)c(=O)n1C1CCCC1	0%	1	u	-2%	-1	0	-1%	4%	-2	22%
Cc1cc(C)n(-c2ccc(C(=O)OCc3nnc(-c4ccccc4)o3)cc2)n1	6%	-1	0%	0%	0	-9	5%	-11%	-1	1%
COc1ccc(C(NC(=O)C2C3C=CC(C3)C2C(=O)O)c2ccccc2)cc1 (stereo not drawn)	-1%	-1	2%	-5%	2	-24	3%	54%	-10	-3%
COc1ccc(C(C)=O)cc1CN1CCCCC1	0%	0	-1%	u	4	x	-27%	-19%	25	7%
COc1ccc(N2CCN(S(=O)(=O)CCNS(=O)(=O)c3ccccc3)CC2)cc1	x	x	0%	x	-4	-4	x	-16%	0	4%
O=C(NCc1cccs1)C1CCN(S(=O)(=O)c2ccc(Br)s2)CC1	-1%	-2	6%	-5%	u	1	-4%	22%	-24	-1%
CCN1C=CC(=C2C(=O)c3ccccc3C2=O)C=C1	5%	-8	-21%	u	x	-13	-5%	0%	2	-1%
O=C(OCc1ccccc1)Oc1cncc(C(=O)O)c1	7%	6	5%	7%	3	-3	136%[activator]	21%	-18	x
COc1ccc(CN(C)C(=O)C(CCSC)NS(=O)(=O)c2ccc3c(c2)OCCO3)c(OC)c1OC (stereo not drawn)	x	x	4%	x	x	4	x	u	6	x
Cc1nc2sccn2c(=O)c1S(=O)(=O)Nc1cccc(Cl)c1C	x	1	-1%	-2%	7	-9	x	22%	-7	-5%
CCOC(=O)c1ccc(NC(=O)CSc2nnc(NC(=O)c3ccc(S(=O)(=O)N4CCOCC4)cc3)s2)cc1	1%	3	-3%	x	-2	-1	4%	21%	1	0%
